PTPN22 inh 2: blocks human PTPN22 phosphatase activity; Q9Y2R2; recombinant LYP catalytic domain, DiFMUP fluorescence; inhibition, % at 2 µM; actives 0.21% (n = 96,000);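 active means inhibition at 2 µM at or above a set limit, the screen mean plus 3 SD, cut at about 24% in these data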;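 further: 0% = DMSO with enzyme and 100% = enzyme fully blocked by orthovanadate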
IL1B cytotox: toxic to HUVEC cells under IL-1B stimulation; HUVEC cell count loss, Hoechst imaging, IL-1B stimulated; cell count reduction, % at 2 µM; actives 0.41% (n = 94,000);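 active means cell count reduction more than 3 SD above the screen-wide mean, cut at about 70% in these data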;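 further: normalized per plate to untreated control cells as the no-loss baseline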
hDAT+cocaine: changed human dopamine transporter uptake under cocaine IC80 | Q01959 | LLC-PK1 hDAT cells, [14C]-dopamine uptake with cocaine IC80; actives deviate in either direction | B-score at 10 µM | actives 1.3% (n = 110,000);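 active means Z score or B-score, a plate-position-corrected score, falls beyond the plate's 99.7% confidence bounds, in either direction; inactive means both scores lie inside the 99.7% bounds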;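 further: scored against the spread of the other compound wells on the same plate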
Target sequence (Q01959 whole entry, looked up): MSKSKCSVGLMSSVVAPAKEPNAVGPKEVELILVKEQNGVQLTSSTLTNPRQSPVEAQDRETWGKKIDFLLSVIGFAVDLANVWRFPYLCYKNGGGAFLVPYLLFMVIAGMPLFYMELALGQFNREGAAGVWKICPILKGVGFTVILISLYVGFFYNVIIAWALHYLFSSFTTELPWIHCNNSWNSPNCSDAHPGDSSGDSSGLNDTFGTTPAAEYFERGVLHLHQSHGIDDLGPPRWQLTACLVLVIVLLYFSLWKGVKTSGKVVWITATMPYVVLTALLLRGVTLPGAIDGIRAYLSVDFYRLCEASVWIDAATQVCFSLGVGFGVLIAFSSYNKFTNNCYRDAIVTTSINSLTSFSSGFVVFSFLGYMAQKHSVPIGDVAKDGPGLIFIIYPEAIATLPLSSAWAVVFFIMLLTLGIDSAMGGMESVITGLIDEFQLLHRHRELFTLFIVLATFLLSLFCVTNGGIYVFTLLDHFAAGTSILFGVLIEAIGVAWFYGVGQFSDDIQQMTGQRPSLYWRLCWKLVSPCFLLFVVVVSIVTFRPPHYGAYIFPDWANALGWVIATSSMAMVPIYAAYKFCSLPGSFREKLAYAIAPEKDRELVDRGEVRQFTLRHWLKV
TNFa cytotox: HUVEC cytotoxicity counter-screen, TNF alpha stimulated; HUVEC TNFalpha-stimulated, Hoechst cell count, imaging; actives 0.17% (n = 93,000); cell count reduction, % at 2 µM;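 active means cell count reduction exceeding the screen mean by over 5 SD, scaled to untreated wells per plate, cut at about 78% in these data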;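 further: cells counted after 24 h of TNF alpha exposure following the 1 h pretreatment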
Calb biofilm kill: kills Candida albicans biofilms; AID 834; inhibition, % at 6 µM; C. albicans biofilm + clotrimazole, Alamar Blue; actives 0.14% (n = 85,000);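 active means inhibition above 20%; inactive means inhibition below 20%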;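 further: preformed 24 hr biofilms exposed to compound for 48 hr; 0% = biofilm without compound and 100% = blank killed by clotrimazole plus chlorhexidine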
VCAM1 TNFa inh: reduces TNF alpha induced VCAM1 expression in HUVEC. HUVEC TNFa-induced VCAM-1 immunofluorescence, high-content imaging. inhibition, % at 2 µM. actives 0.48% (n = 95,000). AID 802;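 active means inhibition above the batch mean plus 3 SD, with images confirmed as a hit by eye, cut at about 37% in these data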;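 further: 0% = TNF-stimulated DMSO wells and 100% = unstimulated control wells; not every result past the cut was called active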
MT1-MMP txn act: MT1-MMP promoter transcription activation | AID 750 | actives 0.16% (n = 86,000) | HT1080 MT1-MMP promoter luciferase reporter, luminescence, overnight; hits give high values | activation factor at 10 µM;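 active means activation factor of at least 2 for MT1-MMP transcription at 10 µM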
F-actin modifier: modifiers of cytoskeleton assembly; inhibition, % at 2 µM; actives 0.18% (n = 91,000); HUVEC TNFa F-actin phalloidin imaging, high content; AID 836;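 active means inhibition above the batch mean plus 3 SD and confirmed as a hit by visual image inspection, cut at about 30% in these data, passing the limit was not always enough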; further: strong numbers were not always called active
Smad3 inh: blocks human Smad3 binding to FoxH1 peptide; inhibition, % at 25 µM; TR-FRET Smad3/Dy647-FoxH1 peptide binding, europium anti-His; P84022; AID 630; actives 0.29% (n = 88,000);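 active means compounds that reduce the energy-transfer binding signal between the protein and its labelled peptide by more than half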;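 further: 0% = Smad3 plus labelled peptide maximal FRET and 100% = peptide-only background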
Target sequence (P84022 whole entry, looked up): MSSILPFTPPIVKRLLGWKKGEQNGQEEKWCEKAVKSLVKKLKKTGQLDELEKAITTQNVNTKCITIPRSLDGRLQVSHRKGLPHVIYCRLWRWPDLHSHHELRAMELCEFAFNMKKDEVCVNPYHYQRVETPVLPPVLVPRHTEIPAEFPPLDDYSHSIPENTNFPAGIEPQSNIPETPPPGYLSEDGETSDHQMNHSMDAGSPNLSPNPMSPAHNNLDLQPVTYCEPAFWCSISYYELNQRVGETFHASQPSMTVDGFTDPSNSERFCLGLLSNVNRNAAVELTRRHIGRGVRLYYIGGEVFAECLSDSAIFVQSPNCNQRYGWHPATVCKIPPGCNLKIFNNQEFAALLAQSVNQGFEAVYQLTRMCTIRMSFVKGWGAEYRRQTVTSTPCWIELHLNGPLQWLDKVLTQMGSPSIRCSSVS
Numbers without * were called inactive; [ ] = another dose, or the depositor's remark. Only part of the results is shown; rates above refer to the full screens.

What do the screens show for `NC(=O)COc1ccc(C2c3c(oc4ccccc4c3=O)C(=O)N2CC2CCCO2)cc1` (stereo unspecified)?
PTPN22 inh 2: 7; IL1B cytotox: -78; hDAT+cocaine: -0.57; TNFa cytotox: -2; Calb biofilm kill: 6; VCAM1 TNFa inh: -7; MT1-MMP txn act: 1.1; F-actin modifier: -8; Smad3 inh: 77*

What do the screens show for `CC(=O)C1=C(O)C(=O)N(CCCO)C1c1ccccc1` (stereo unspecified)?
PTPN22 inh 2: -7; IL1B cytotox: -11; hDAT+cocaine: -0.85; TNFa cytotox: -19; Calb biofilm kill: 4; VCAM1 TNFa inh: 15; MT1-MMP txn act: 1.2; F-actin modifier: 9; Smad3 inh: 1

How did O=C(Nc1ccc(S(=O)(=O)N2CCOCC2)cc1)c1ccc(Br)o1 do in these assays?
PTPN22 inh 2: 5; IL1B cytotox: -24; hDAT+cocaine: -0.44; TNFa cytotox: -8; Calb biofilm kill: 4; VCAM1 TNFa inh: 28; MT1-MMP txn act: 1; F-actin modifier: -8; Smad3 inh: 10

Results for CCN1C(=O)c2cccc3cccc1c23 ?
PTPN22 inh 2: 2; IL1B cytotox: -6; hDAT+cocaine: -0.22; TNFa cytotox: -53; Calb biofilm kill: -4; VCAM1 TNFa inh: -12; MT1-MMP txn act: 1; F-actin modifier: 0; Smad3 inh: 6

Results for CCCSc1nnc(C(C)C)n1N ?
PTPN22 inh 2: -16; IL1B cytotox: 7; hDAT+cocaine: -0.11; TNFa cytotox: -22; Calb biofilm kill: 1; VCAM1 TNFa inh: 4; F-actin modifier: 6; Smad3 inh: 7

Results for Nc1nc(SCc2nnc(SCC(=O)O)n2-c2ccccc2)nc2sc3c(c12)CCCC3 ?
PTPN22 inh 2: -4; IL1B cytotox: 8; hDAT+cocaine: 0.049; TNFa cytotox: -13; Calb biofilm kill: 3; VCAM1 TNFa inh: 12; MT1-MMP txn act: 1; Smad3 inh: 3

Results for Cc1ccc(NC(=O)c2noc3c2CCc2ccccc2-3)cc1 ?
PTPN22 inh 2: 0; IL1B cytotox: 0; hDAT+cocaine: 0.16; TNFa cytotox: -23; Calb biofilm kill: 7; VCAM1 TNFa inh: 10; MT1-MMP txn act: 1.1; Smad3 inh: -10

Results for O=C1CCC(=O)N1c1ccc(CSc2nnnn2C2CCCCC2)cc1 ?
PTPN22 inh 2: -1; IL1B cytotox: -51; hDAT+cocaine: -1.7; TNFa cytotox: -47; Calb biofilm kill: 1; VCAM1 TNFa inh: 19; MT1-MMP txn act: 0.9; Smad3 inh: 5

How did Cc1nc2nc3c(cn2n1)C(=O)CCC3 do in these assays?
PTPN22 inh 2: 12; IL1B cytotox: 5; TNFa cytotox: -3; Calb biofilm kill: 0; VCAM1 TNFa inh: -14; MT1-MMP txn act: 1.1; F-actin modifier: -1; Smad3 inh: -3

Results for Cc1ccc(-n2c(C)csc2=N)cc1 ?
PTPN22 inh 2: 2; IL1B cytotox: -7; hDAT+cocaine: 0.86; TNFa cytotox: -6; VCAM1 TNFa inh: 21; F-actin modifier: -4

Results for Cc1ccc(NC(=O)COc2ccc3oc4c(c3c2)CCCC4)nc1 ?
PTPN22 inh 2: 0; IL1B cytotox: 80*; hDAT+cocaine: -0.68; TNFa cytotox: -9; Calb biofilm kill: 2; VCAM1 TNFa inh: 14; MT1-MMP txn act: 1.2; F-actin modifier: -5; Smad3 inh: -1

What do the screens show for `CCCCP(=O)(CCCC)Cc1ccccc1`?
PTPN22 inh 2: -2; IL1B cytotox: 10; hDAT+cocaine: -0.84; TNFa cytotox: 0; Calb biofilm kill: 3; VCAM1 TNFa inh: 0; MT1-MMP txn act: 1.2; F-actin modifier: 21; Smad3 inh: 11

What do the screens show for `O=C(Nc1cccc(NC(=O)c2cccnc2Cl)c1)c1ccco1`?
PTPN22 inh 2: 8; IL1B cytotox: -16; hDAT+cocaine: -0.56; TNFa cytotox: -27; Calb biofilm kill: 7; VCAM1 TNFa inh: -6; MT1-MMP txn act: 1.5; F-actin modifier: 34; Smad3 inh: 6[fluorescence artefact?]

Results for Cc1ccc(C(=O)C2=C(O)C(=O)N(CCCn3ccnc3)C2c2ccc(OC(C)C)cc2)o1 (stereo unspecified) ?
PTPN22 inh 2: -6; IL1B cytotox: -1; hDAT+cocaine: -0.36; TNFa cytotox: 19; Calb biofilm kill: 7; VCAM1 TNFa inh: 15; MT1-MMP txn act: 1.1; F-actin modifier: 24; Smad3 inh: 21[fluorescence artefact?]

What do the screens show for `Cc1ccc(S(=O)(=O)N(CC(=O)N/N=C/c2ccc(F)cc2)c2cccc3cccnc23)cc1`?
PTPN22 inh 2: 4; IL1B cytotox: 11; hDAT+cocaine: -0.12; TNFa cytotox: 2; VCAM1 TNFa inh: -6; F-actin modifier: -1

How did CCCCc1nn(-c2cc(Cl)ccc2OC)c2c1C(=O)CC(C)(C)C2 do in these assays?
PTPN22 inh 2: -3; IL1B cytotox: 2; hDAT+cocaine: 0.17; TNFa cytotox: -23; Calb biofilm kill: 11; VCAM1 TNFa inh: 2; F-actin modifier: 3; Smad3 inh: -16

What do the screens show for `CN(C(=O)COC(=O)COc1ccccc1F)C1CCS(=O)(=O)C1` (stereo unspecified)?
PTPN22 inh 2: -8; IL1B cytotox: -1; hDAT+cocaine: -1; TNFa cytotox: -29; Calb biofilm kill: 0; VCAM1 TNFa inh: 16; MT1-MMP txn act: 1; F-actin modifier: -2; Smad3 inh: -4

Results for c1cncc(-c2nn[nH]n2)c1 ?
PTPN22 inh 2: -5; IL1B cytotox: -14; hDAT+cocaine: 0.9; TNFa cytotox: 2; Calb biofilm kill: 0; VCAM1 TNFa inh: -8; MT1-MMP txn act: 1.1; F-actin modifier: 4; Smad3 inh: -1

What do the screens show for `c1ccc2c(c1)c1ccccc1n1c(-c3ccc4c(c3)OCO4)nnc21`?
PTPN22 inh 2: -1; IL1B cytotox: -16; hDAT+cocaine: -0.056; VCAM1 TNFa inh: -30; F-actin modifier: 6

What do the screens show for `Cn1c2c(c(=O)[nH]c1=O)C(NC(=O)c1ccco1)(C(F)(F)F)C(=O)N2` (stereo unspecified)?
PTPN22 inh 2: 0; IL1B cytotox: -14; hDAT+cocaine: -0.33; TNFa cytotox: -10; Calb biofilm kill: 1; VCAM1 TNFa inh: 4; MT1-MMP txn act: 1.1; F-actin modifier: -4; Smad3 inh: 0

What do the screens show for `CCNc1nc(NCC)nc(SCCOC(=O)Nc2ccccc2)n1`?
PTPN22 inh 2: -4; IL1B cytotox: 33; hDAT+cocaine: 0.24; TNFa cytotox: -4; Calb biofilm kill: -2; VCAM1 TNFa inh: 7; MT1-MMP txn act: 1.4; F-actin modifier: -1; Smad3 inh: -3

How did COc1ccc(OC)c(-c2cc(C(=O)NCc3ccco3)no2)c1 do in these assays?
PTPN22 inh 2: -14; IL1B cytotox: -32; hDAT+cocaine: -0.57; TNFa cytotox: -17; Calb biofilm kill: 8; VCAM1 TNFa inh: -9; MT1-MMP txn act: 1.2; F-actin modifier: 0; Smad3 inh: 9

How did O=C(NCc1ccc(Cl)cc1)c1cc(=O)nc2sc(-c3ccccc3)nn12 do in these assays?
PTPN22 inh 2: -4; IL1B cytotox: -4; hDAT+cocaine: -0.21; TNFa cytotox: -5; Calb biofilm kill: -3; VCAM1 TNFa inh: -11; MT1-MMP txn act: 0.9; F-actin modifier: -7; Smad3 inh: 10

What do the screens show for `Cc1ccc(-c2nnc(C)c(N3CC(C)OC(C)C3)n2)cc1` (stereo unspecified)?
PTPN22 inh 2: 8; IL1B cytotox: 29; hDAT+cocaine: -0.015; TNFa cytotox: -23; VCAM1 TNFa inh: -4; F-actin modifier: 10

How did Cc1cc(C)nc(N2CCC(C(=O)NCC3CCCCC3)CC2)n1 do in these assays?
PTPN22 inh 2: 4; IL1B cytotox: -7; hDAT+cocaine: -0.018; TNFa cytotox: 0; Calb biofilm kill: 1; VCAM1 TNFa inh: -20; MT1-MMP txn act: 0.8; F-actin modifier: -27; Smad3 inh: 6

What do the screens show for `Cn1c(=O)cc(SCC(=O)Nc2ccccn2)c2ccccc21`?
PTPN22 inh 2: -12; IL1B cytotox: -18; hDAT+cocaine: 0.16; TNFa cytotox: -34; Calb biofilm kill: 5; VCAM1 TNFa inh: 19; MT1-MMP txn act: 1.1; F-actin modifier: -6; Smad3 inh: 42[fluorescence artefact?]

Results for COc1nnc(-c2ccc(N3CCOCC3)c(NC(=O)c3ccco3)c2)c2ccccc12 ?
PTPN22 inh 2: -12; IL1B cytotox: 6; hDAT+cocaine: 2.2; TNFa cytotox: 0; Calb biofilm kill: 5; VCAM1 TNFa inh: -14; F-actin modifier: -5; Smad3 inh: -7

Results for CC1(C)OC(=O)C(=CNC(CCC(N)=O)C(=O)O)C(=O)O1 (stereo unspecified) ?
PTPN22 inh 2: -2; IL1B cytotox: -14; hDAT+cocaine: -0.28; TNFa cytotox: 2; Calb biofilm kill: 4; VCAM1 TNFa inh: -8; MT1-MMP txn act: 1.1; F-actin modifier: -6; Smad3 inh: -2

What do the screens show for `Nc1nc(-c2ccco2)nc(N2CCCCC2)n1`?
PTPN22 inh 2: -18; IL1B cytotox: -67; hDAT+cocaine: -0.55; TNFa cytotox: -9; VCAM1 TNFa inh: -4; MT1-MMP txn act: 1; F-actin modifier: -25; Smad3 inh: -8

What do the screens show for `N#Cc1c(N)nc2c(c1-c1ccncc1)CCCCC2`?
PTPN22 inh 2: 8; IL1B cytotox: -6; hDAT+cocaine: 0.22; TNFa cytotox: -1; Calb biofilm kill: 7; VCAM1 TNFa inh: -5; MT1-MMP txn act: 1; F-actin modifier: -2; Smad3 inh: 6

How did O=C(CC1C(=O)N(c2ccc(F)cc2)C(=O)N1Cc1ccccn1)Nc1ccccc1 (stereo unspecified) do in these assays?
PTPN22 inh 2: -4; IL1B cytotox: 31; hDAT+cocaine: -0.45; TNFa cytotox: 24; Calb biofilm kill: -7; VCAM1 TNFa inh: 8; MT1-MMP txn act: 0.9; F-actin modifier: -14; Smad3 inh: -18

Results for NC(=O)SCC(=O)Nc1cccc(Cl)c1 ?
PTPN22 inh 2: -16; IL1B cytotox: -28; hDAT+cocaine: 0.017; TNFa cytotox: -2; Calb biofilm kill: -3; VCAM1 TNFa inh: -2; MT1-MMP txn act: 1.2; F-actin modifier: -16; Smad3 inh: -11

Results for CCCCn1c(SCC2CCCCO2)nc2cc(S(N)(=O)=O)ccc21 (stereo unspecified) ?
PTPN22 inh 2: -5; IL1B cytotox: -12; hDAT+cocaine: 1.8; TNFa cytotox: -5; Calb biofilm kill: 9; VCAM1 TNFa inh: -7; MT1-MMP txn act: 1.1; Smad3 inh: 0

3 compounds picked at random from the list so far:
How did O=C(NCc1ccc(Cl)cc1)c1cc(=O)nc2sc(-c3ccccc3)nn12 do in these assays?
PTPN22 inh 2: -4; IL1B cytotox: -4; hDAT+cocaine: -0.21; TNFa cytotox: -5; Calb biofilm kill: -3; VCAM1 TNFa inh: -11; MT1-MMP txn act: 0.9; F-actin modifier: -7; Smad3 inh: 10

Results for NC(=O)SCC(=O)Nc1cccc(Cl)c1 ?
PTPN22 inh 2: -16; IL1B cytotox: -28; hDAT+cocaine: 0.017; TNFa cytotox: -2; Calb biofilm kill: -3; VCAM1 TNFa inh: -2; MT1-MMP txn act: 1.2; F-actin modifier: -16; Smad3 inh: -11

Results for COc1nnc(-c2ccc(N3CCOCC3)c(NC(=O)c3ccco3)c2)c2ccccc12 ?
PTPN22 inh 2: -12; IL1B cytotox: 6; hDAT+cocaine: 2.2; TNFa cytotox: 0; Calb biofilm kill: 5; VCAM1 TNFa inh: -14; F-actin modifier: -5; Smad3 inh: -7

Assay outcomes: PubChem BioAssay, several laboratories
